Compound activity from PubChem.
LDHA inh – LDHA (human) enzyme inhibition; 480,000 compounds, 0.15% hits; purified LDHA, NADH/diaphorase-resazurin fluorescence; stronger effect = lower value; P00338; activity change, % (values are at about 110 or 230 µM); AID 1347041; in the data active = activity change below about -30%; inconclusive = mostly about -25% to -30%;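 note: plate controls were DMSO wells for no effect and wells without enzyme for full effect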
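Resorufin fluorescence (ex540/em590), read at 0 and 20 min after diaphorase/resazurin addition, reports the NADH left after a 5 min room-temperature reaction of 2 nM human LDH5 with 0.06 mM NADH and 0.2 mM pyruvate.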
Glioma ERSR ind – inducers of ER stress response in human glioma cells; Potency, µM, inactives show at the top dose activation, most hits filed as activators; AID 602332; U87-MG GRP78 promoter luciferase reporter, 16 h; 420,000 compounds, 0.02% hits; note: potency is the fitted concentration of half-maximal effect; series mostly up to about 76 µM; % of control where 0% means no effect; nearly all actives have a fitted effect of over 35% in size
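Stably transfected U87-MG human glioma cells carrying a GRP78-based luminescent sensor were seeded at 1000 cells/well, pin-dosed with compounds and incubated 16 h. Luciferase reagent was then added, and end-point luminescence was read after 10 min at room temperature.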
Vif-APOBEC3F blk – Vif-A3F binding inhibition; 390,000 compounds, 0.2% hits; AID 602313; HeLa A3F-eYFP + Vif (tagged APOBEC3F with the HIV-1 protein that degrades it), YFP fluorescence increase; Potency, µM (highest dose often 46.1 µM), for inactives: top-dose activity, negative = active; note: potency is the fitted concentration of half-maximal effect; % of control where 0% means no effect; nearly all actives have a fitted effect of over 65% in size
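Fluorescence increase (Ex 488/Em 500-530) after overnight compound treatment at 37 deg C flags inhibition of Vif-driven A3F-eYFP loss in stable HeLa A3F-eYFP/Vif cells seeded overnight beforehand.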
D2 agonist – D2 dopamine receptor (human) agonism; HEK293 T-REx D2 cells, calcium flux agonist mode; activation, % at 2 µM; 340,000 compounds, 0.53% hits; AID 485358;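 active = activation over 3 SD above normal in the single-dose calcium agonist read, cut at about 30% in these data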; note: 0% is about no effect
Target sequence (P14416 whole entry, looked up): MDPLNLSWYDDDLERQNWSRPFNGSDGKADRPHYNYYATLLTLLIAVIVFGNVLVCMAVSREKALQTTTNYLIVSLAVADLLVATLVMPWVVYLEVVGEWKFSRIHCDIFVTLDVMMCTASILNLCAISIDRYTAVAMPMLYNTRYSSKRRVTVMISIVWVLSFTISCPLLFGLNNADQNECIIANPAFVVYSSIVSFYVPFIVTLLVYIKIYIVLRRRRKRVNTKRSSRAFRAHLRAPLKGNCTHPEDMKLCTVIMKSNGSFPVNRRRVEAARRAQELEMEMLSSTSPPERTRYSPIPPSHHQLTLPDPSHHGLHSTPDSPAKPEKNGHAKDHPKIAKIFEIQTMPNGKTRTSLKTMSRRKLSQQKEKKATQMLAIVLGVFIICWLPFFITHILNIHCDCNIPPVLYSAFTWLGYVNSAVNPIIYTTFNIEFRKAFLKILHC
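Agonism scored from kinetic calcium signal (1 read/sec, 180 s) following compound pin transfer, after a 10 s baseline. Cells: HEK293 Trex line expressing inducible D2 receptor coupled to calcium, dye-loaded after overnight culture at 30 C.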
Vif-A3G inh – Vif-A3G binding inhibition; Q9HC16; HeLa A3G-eYFP + Vif (tagged APOBEC3G with the HIV-1 protein that degrades it), YFP fluorescence, overnight; Potency, µM (highest dose often 46.1 µM), for the others: at the top dose activity, negative = active, actives largely listed as inhibitors; 410,000 compounds, 0.076% hits;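 note: potency is the fitted concentration of half-maximal effect; % is set by controls: 0 for no effect and ±100 for the full control effect; nearly all actives have a fitted effect of over 60% in size; hits raise eYFP signal because A3G escapes Vif-driven loss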
Target sequence (Q9HC16 whole entry, looked up): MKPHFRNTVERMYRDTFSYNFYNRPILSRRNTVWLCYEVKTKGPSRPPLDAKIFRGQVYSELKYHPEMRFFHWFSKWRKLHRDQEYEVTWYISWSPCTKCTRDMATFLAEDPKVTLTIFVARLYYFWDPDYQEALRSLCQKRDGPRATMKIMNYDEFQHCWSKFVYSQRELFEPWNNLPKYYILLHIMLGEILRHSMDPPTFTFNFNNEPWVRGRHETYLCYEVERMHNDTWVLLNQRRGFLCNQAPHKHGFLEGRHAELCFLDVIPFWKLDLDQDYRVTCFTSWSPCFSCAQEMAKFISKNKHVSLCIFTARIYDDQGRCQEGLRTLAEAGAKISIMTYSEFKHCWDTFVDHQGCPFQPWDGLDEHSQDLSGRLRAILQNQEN
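Read-out is eYFP fluorescence (Ex 488/Em 500-530) from Vif-expressing HeLa A3G-eYFP cells; more signal means A3G escaped Vif-mediated degradation. Cells plated overnight, compound pinned in, incubated overnight at 37 deg C.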
RGS4 inh – human RGS4 inhibition. P49798. Transcreener GDP fluorescence polarization, RGS4-accelerated GTP hydrolysis. Potency, µM (top dose mostly 114 µM), for the others: at the top dose activity change, negative = inhibition, usual class: inhibitors. 390,000 compounds, 0.039% hits; note: potency is the fitted concentration of half-maximal effect; % is set by controls: 0 for no effect and ±100 for the full control effect; nearly all actives have a fitted effect of over 75% in size; some results filed as inactive show a strong effect at the top dose
Target sequence (P49798 whole entry, looked up): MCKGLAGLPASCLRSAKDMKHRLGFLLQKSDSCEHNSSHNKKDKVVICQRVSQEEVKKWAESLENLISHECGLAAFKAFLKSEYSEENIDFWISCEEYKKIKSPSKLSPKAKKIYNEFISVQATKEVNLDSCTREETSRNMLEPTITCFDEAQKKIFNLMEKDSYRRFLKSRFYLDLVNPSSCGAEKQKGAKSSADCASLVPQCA
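MLSMR compounds (23 nl, pin-transferred) preincubated 10 min at room temperature with a 500nM (2x) first reagent, then RGS4 at 900nM (2x) plus Transcreener GDP mix added; fluorescence polarization (620/688 nm) read before and after 90 min at 30 °C.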
ERG-DNA inh – inhibitors of human ERG Ets domain-DNA interaction. fluorescence polarization, His-ERG Ets domain / labelled DNA. Potency, µM (titrated, usually from 76.9 µM), without a hit: at the highest dose FP activity, negative = inhibition, hits mostly inhibitors. 370,000 compounds, 0.028% hits. AID 624246; active = well fitted inhibition curve with a large enough effect in the polarisation, with a control signal flat; inconclusive = small, poorly fitted or top-dose-only effect, or effect the other way, or a change in a side signal; inactive = no such curve, though single readings can be large or run the other way; the % refers to the polarisation;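 note: polarization taken with two DNA probes labelled with fluorescein and Texas red; potency is the fitted concentration of half-maximal effect; % of control where 0% means no effect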
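His-tagged ERG Ets domain (1 uM in the protein solution; 300mM KCl, 50mM Tris-HCl, 1mM EDTA, 1mM DTT, pH 7.5) received compound, then a probe mix of 5 nM fluorescein-DNA and 100nM Texas-615-DNA. Fluorescence polarization was read for both dyes.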
D2 antag – antagonizes the human D2 dopamine receptor. P14416. HEK293 TREx D2 cells, calcium flux, dopamine EC80. inhibition, % at 10 µM. 340,000 compounds, 2% hits. AID 485344; in the data active = inhibition above about 30%; note: 0% is about no effect
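Tetracycline-induced HEK293 T-REx cells expressing D2 force-coupled to calcium signalling were dye-loaded, exposed to compound for 180 s, then challenged with an EC80 of dopamine; calcium flux was followed kinetically for a further 180 s.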
12-LOX inh – blocks human arachidonate 12S-lipoxygenase; P18054; purified 12hLO, xylenol orange hydroperoxide absorbance; Potency, µM (titrated, usually from 108 µM), for the others: at the highest dose activity change, negative = inhibition, usual class: inhibitors; 580,000 compounds, 1.1% hits; note: potency is the fitted concentration of half-maximal effect; % is set by controls: 0 for no effect and ±100 for the full control effect
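Purified human 12hLO at 150 nM in 25 mM Hepes, 0.01% Triton X-100, pH 7.0, preincubated 15 min at room temperature with compound. Reaction started with 40 uM arachidonic acid, 30 min at room temperature. Hydroperoxide measured by Fe-xylenol orange, 573/405 nm absorbance ratio.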
Active calls of the source: *; ? = inconclusive; / = not tested or not shown; & = joins results of further samples; [ ] = another dose, or the depositor's remark. Unless noted, calls come from the whole dose curve; as a rule, active = well fitted curve in the direction sought with a large enough effect; inconclusive = small, poorly fitted or top-dose-only effect, or another doubt; inactive = no such curve, though single readings can be large; an effect the other way counts as inactive or inconclusive.

SMILES	LDHA inh	Glioma ERSR ind	Vif-APOBEC3F blk	D2 agonist	Vif-A3G inh	RGS4 inh	ERG-DNA inh	D2 antag	12-LOX inh
O=C1CC2(CCN(C(=O)c3ccc(Br)cc3)CC2)Oc2ccccc21	-8	-2%	-3%	0.6	0%	-10%	-8%	-11	-8%
CC(=O)NC1=NN(C(C)=O)C(C)(c2cccnc2)S1 (configuration not stated)	-7	-2%	4%	0.0	?	4%	-4%	-3	0%
COc1ccc(-n2c(-c3ccc(Br)cc3)nc(=S)c3c2CCCC3)cc1	0	-1%	-18%	1.2	3%	-25%	5%	12	-23%
CCn1c(=O)cc(SCC(=O)N2CCN(Cc3ccc4c(c3)OCO4)CC2)c2ccccc21	3	-1%	1%	1.6	1%	-7%	7%	2	-23%
Cn1ncc2c(N3CCC(Cc4ccccc4)CC3)ncnc21	-6	2%	0%	-0.4	-4%	-19%	-2%	-8	-2%
CS(=O)(=O)N1CCN(c2ccc(NC(=O)C(c3ccccc3)c3ccccc3)cc2)CC1	-6	-2%	4%	-0.2	1%	10%	3%	-7	19%
O=C(O)CCSc1ncnc2sc(-c3ccccc3)cc12	-3	-14%	-12%	0.2	-13%	11%	4%	-14	-1%
COc1ccc(CNC(=O)c2cnn(-c3ccc(F)cc3)c2-n2cccc2)cc1	1	-5%	3%	0.1	-3%	-5%	3%	/	-28%
Cc1ccc(C(=O)NCCSc2c[nH]c3ccccc23)cc1C	-3&3	0%	2%	-1.8	0%	-14%	-4%	/	?
COc1ccccc1-n1c(/C=C/c2c(C)n(C)c3ccccc23)nc2ccccc2c1=O	-3	-1%	-2%	0.9	-4%	?	1%	/	0%
N#C/C(=C\c1ccc[nH]1)C(=O)NCC1CCCO1 (configuration not stated)	-4	3%	6%	/	-4%	-2%	5%	/	0%
NC1=NC[C@H](Cc2ccc(O)cc2)N1CCc1cccc2ccccc12	3	-6%	4%	0.4	3%	-6%	6%	12	-10%
Cc1ccc(C(=O)N/C(=C/c2ccco2)C(=O)Nc2cccc(C)c2)cc1	4	-1%	-2%	0.4	-1%	-1%	/	-12	?
COc1ccc(NC(=O)COc2ccc(S(=O)(=O)NC3CCCCC3)cc2)c(OC)c1	1	-2%	-1%	/	1%	15%	-3%	/	-11%
O=C(CN1CCN(C2CCCCC2)CC1)c1c[nH]c2ccccc12	-13	-2%	/	1.0	1%	18%	-13%	42*	?
CCN1C(=O)[C@H]2[C@@H](c3ccc(C)cc3)N3C(=O)N(c4cccc(Cl)c4)C(=O)[C@@]3(C)[C@H]2C1=O	-7	-2%	3%	-0.2	0%	13%	-7%	6	-47%
Cc1cccc(S(=O)(=O)NNC(=O)c2cc(-c3ccc(F)cc3)nc3ccccc23)c1	-7	-1%	6%	0.3	1%	18%	-2%	7	2%
CN1C(C(=O)NCC2CC2)CC2Cn3c(nc4cc5ccccc5cc43)C21 (configuration not stated)	0	1%	-4%	-0.6	1%	-11%	2%	3	-1%
CCCCCCNc1cc(C)oc(=O)c1C(C)=O	0	5%	-6%	-2.3	-12%	-14%	-2%	-5	-7%
CC1=C/C(=N\OC(=O)/C=C/c2ccccc2)C(C)=CC1=O	2	-1%	-15%	-1.0	-2%	2%	-8%	-7	0%
CCOc1ccc(C(=O)Nc2ccc(N3CCN(C(C)=O)CC3)cc2)cc1[N+](=O)[O-]	-9	0%	-4%	/	-6%	-6%	-5%	/	-14%
CC(C)(C)OC(=O)N1Cc2ccccc2C[C@H]1C(=O)NC1CCCC1	-12	-2%	6%	0.7	0%	22%	-1%	-33	-8%
CCC(C)Sc1nc2c(cnn2-c2ccc(C)c(C)c2)c(=O)[nH]1 (configuration not stated)	-12	0%	0%	0.5	4%	14%	-5%	-6	11%[57.4 µM]
COc1ccc(C2C=C(c3ccc(C)cc3)Nc3c(C(=O)Nc4ccccc4)cnn32)cc1 (configuration not stated)	-4	-4%	-29%	-0.1	-2%	23%	0%	/	-2%

Filtered by structure, the entries above containing bromine.
SMILES	LDHA inh	Glioma ERSR ind	Vif-APOBEC3F blk	D2 agonist	Vif-A3G inh	RGS4 inh	ERG-DNA inh	D2 antag	12-LOX inh
O=C1CC2(CCN(C(=O)c3ccc(Br)cc3)CC2)Oc2ccccc21	-8	-2%	-3%	0.6	0%	-10%	-8%	-11	-8%
COc1ccc(-n2c(-c3ccc(Br)cc3)nc(=S)c3c2CCCC3)cc1	0	-1%	-18%	1.2	3%	-25%	5%	12	-23%

Continuation.
SMILES	LDHA inh	Glioma ERSR ind	Vif-APOBEC3F blk	D2 agonist	Vif-A3G inh	RGS4 inh	ERG-DNA inh	D2 antag	12-LOX inh
COC(=O)c1cccc(Nc2nc(-c3cccnc3)nc3ccccc23)c1	-3	-5%	10%	-0.8	-3%	?	11%	-17	-8%
CS(=O)(=O)c1ccc2nc(NC(=O)C3CCCCC3)sc2c1	-1	4%	-3%	-2.2	0%	4%	-9%	31*	-20%
Cc1cccc(NC(=S)N(c2ccccc2)C(C)C)c1C	-5	-2%	6%	-0.3	0%	1%	-5%	-16	14%
COC(=O)c1cnn(-c2ccccc2)c1N	-2	1%	0%	-1.4	6%	3%	-1%	13	0%
Cc1cc(C)n(C(C)CNC(=O)c2ccc3c(c2)OCO3)n1 (configuration not stated)	2	-1%	7%	-1.6	-1%	-5%	3%	-27	-1%
CN(C)CCOCCOc1ccc(Cl)cc1C(C)(C)C	-9	-5%	-20%	0.3	1%	-11%	15%	64*	?
CS(=O)(=O)c1ccc(N2CCN(C3CC(=O)NC3=O)CC2)cc1 (configuration not stated)	-6	-5%	1%	0.4	-2%	-12%	-3%	-2	17%
CCc1ccc(NC(=O)c2cc(C(C)=O)n3ccccc23)cc1	-12	13%	-11%	-0.2	-18%	-9%	0%	/	1%
CCc1nc(Nc2ccccc2OC)c2oc3ccccc3c2n1	-5	5%	-12%	1.5	-4%	?	1%	18	?
CC1CC(C)CN(S(=O)(=O)c2cc3c4c(c2)CCC(=O)N4CCC3)C1 (configuration not stated)	-3	-5%	7%	0.1	-1%	4%	7%	0	17%
Cc1ccc(-c2cc(C(=O)N3CCc4ccccc4C3)[nH]n2)cc1C	-11	5%	-14%	0.1	0%	-5%	-5%	1	-13%
O=C(OCc1ccccc1)N1CCC2CC1c1ccc(-c3ccc4c(c3)OCO4)cc12 (configuration not stated)	-2	0%	0%	/	4%	/	/	/	-4%

Of the compounds above, these contain an NH in an aromatic ring.
SMILES	LDHA inh	Glioma ERSR ind	Vif-APOBEC3F blk	D2 agonist	Vif-A3G inh	RGS4 inh	ERG-DNA inh	D2 antag	12-LOX inh
Cc1ccc(C(=O)NCCSc2c[nH]c3ccccc23)cc1C	-3&3	0%	2%	-1.8	0%	-14%	-4%	/	?
N#C/C(=C\c1ccc[nH]1)C(=O)NCC1CCCO1 (configuration not stated)	-4	3%	6%	/	-4%	-2%	5%	/	0%
O=C(CN1CCN(C2CCCCC2)CC1)c1c[nH]c2ccccc12	-13	-2%	/	1.0	1%	18%	-13%	42*	?
CCC(C)Sc1nc2c(cnn2-c2ccc(C)c(C)c2)c(=O)[nH]1 (configuration not stated)	-12	0%	0%	0.5	4%	14%	-5%	-6	11%[57.4 µM]
Cc1ccc(-c2cc(C(=O)N3CCc4ccccc4C3)[nH]n2)cc1C	-11	5%	-14%	0.1	0%	-5%	-5%	1	-13%

(list continues)
SMILES	LDHA inh	Glioma ERSR ind	Vif-APOBEC3F blk	D2 agonist	Vif-A3G inh	RGS4 inh	ERG-DNA inh	D2 antag	12-LOX inh
CCOc1ccc(N2CC(C(=O)OCC(=O)c3ccc(OC)cc3)CC2=O)cc1 (configuration not stated)	-4	-6%	11%	0.5	0%	?	-15%	29	0%
CC(C)Oc1ccc(CNS(=O)(=O)c2ccc(-c3cc(C(F)(F)F)on3)s2)cc1	0	-1%	3%	-0.3	3%	7%	1%	/	?
Cc1cccc(N(CC(=O)N/N=C/c2ccccc2C(=O)O)S(C)(=O)=O)c1C	2	0%	-15%	0.3	-2%	-15%	10%	-20	6%
COc1cccc(-n2c(CNc3ccc(F)cc3)nnc2SCC(N)=O)c1	8	-2%	-1%	0.7	-6%	-8%	/	3	4%
C=CCNc1nc2ccccc2nc1NS(=O)(=O)c1cccs1	-11	2%	-6%	0.2	-1%	17%	-4%	-15	?
Clc1ccc2nc(CN3CCCc4ccccc43)cn2c1	15	3%	2%	-0.7	1%	-16%	/	6	-25%
CCOC(=O)C1(Cc2ccccc2Cl)CCN(C(=O)CCn2ccnc2C)CC1	1	0%	5%	1.1	1%	-13%	6%	4	-5%
Cc1cc(C(=O)COc2ccc(Cl)cc2Br)c(C)n1C	1	9%	-11%	-0.2	-3%	7%	12%	-3	-9%
O=C(CSCc1ccccc1Cl)Nc1c[nH]c(=O)[nH]c1=O	2	-4%	2%	0.1	4%	2%	-18%	-5	6%

Some of the compounds tested (hit frequency here may not be typical).
